Bioassay records deposited in PubChem by NCI.
All columns: NCI-60 one-dose screen, growth in % after 48 h at 10 µM unless noted; 100 = growth as untreated, 0 = no growth, -100 = all killed.
HOP-92 = HOP-92 NSCLC cells; hit rate 6.3% among 71,000; AID 1794738
SK-MEL-5 = SK-MEL-5 melanoma | hit rate 6.4% among 80,000 | AID 1794755
A549/ATCC = A549/ATCC NSCLC | AID 1794740 | hit rate 3.7% among 81,000
M14 = M14 melanoma. hit rate 6.2% among 80,000. AID 1794745
SK-MEL-28 = SK-MEL-28 melanoma. hit rate 4.1% among 81,000
EKVX = EKVX NSCLC. hit rate 3% among 71,000. AID 1794765
HOP-62 = HOP-62 NSCLC | hit rate 3.9% among 80,000
SK-MEL-2 = SK-MEL-2 melanoma; hit rate 4.7% among 77,000; AID 1794763
* = called active by the depositor; x = not tested or not shown; & = joins results of further samples. How the source made its calls: active means growth percent below 10; inactive means the rest.

No.	SMILES	HOP-92	SK-MEL-5	A549/ATCC	M14
1	COc1cc(C(NC(=O)N2C(=O)C=CC2=O)NC(=O)N2C(=O)C=CC2=O)ccc1O	x	105	94	102
2	Cc1cc(Cl)ccc1Nc1nc(C(F)(F)F)ccc1C(=O)N/N=C/c1ccc(Cl)cc1	-24*	-14*	x	1.0*
3	NC1=NC(c2ccc(O)cc2)c2c(n[nH]c2N)N1 (stereo unspecified)	101	88	101	108
4	O=[N+]([O-])c1ccc(COP(=O)(O)OCc2ccc([N+](=O)[O-])cc2)cc1	108&94	94&101	109&102	100&112
5	Cc1ccc(C2=NN(c3ccc(S(C)(=O)=O)cc3)C(=O)CC2)cc1	61	14	37	10
6	CCOC(=O)c1c(SC)nn(-c2cc(=O)[nH]c3ccccc23)c1N	86	91	93	108
7	Cn1c(=O)[nH]c(=O)c2nc(CCC(=O)NC(Cc3ccccc3)C(=O)O)c(=O)[nH]c21 (stereo unspecified)	97	97	101	112
8	CC(=O)c1cc2c(cc1O)OC1=C(c3cc4cc(C(C)=O)c(O)cc4o3)CCC(c3cc4cc(C(C)=O)c(O)cc4o3)(c3cc4cc(C(C)=O)c(O)cc4o3)C12 (stereo unspecified)	107	66	114	95
9	NC(N)=NCCCCNCCCN=C(N)N	98	100	94	106
10	Cc1cccc(NC(=O)Nc2ccc(Nc3ncnc4[nH]c(C)c(C)c34)cc2F)c1	105	98	102	96
11	COc1ccc(C2CC(c3ccc(-c4ccccc4)cc3)=NN2c2ccc(S(N)(=O)=O)cc2)cc1 (stereo unspecified)	36	85	47	90
12	CCCSc1ccc2nc(NC(=O)CCOC)sc2c1	40	49	68	59

No.	SK-MEL-28	EKVX	HOP-62	SK-MEL-2
1	109	93	90	85
2	21	3.8*	-61*	-21*
3	105	93	106	108
4	136&112	99	101&92	107
5	51	x	x	6.3*
6	115	89	77	105
7	104	99	111	100
8	117	76	85	88
9	113	x	115	113
10	100	108	92	108
11	85	x	91	90
12	76	61	55	80

Further records:
No.	SMILES	HOP-92	SK-MEL-5	A549/ATCC	M14
13	COc1ccc(-c2nn(C(=O)c3cc(OC)c(OC)c(OC)c3)cc2N)cc1	115	93	87	87
14	CCOC(=O)c1cnn(CC(O)CC)c1NC(=O)NCc1ccc(C(F)(F)F)cc1 (stereo unspecified)	79	97	94	87
15	COc1ccc(C(=O)C(C)C)c2ccccc12	84	109	129	104
16	CC(C)c1ccc(CNCC(O)c2ccccc2)cc1 (stereo unspecified)	95	102	107	107
17	CC(=N)N	77	103	98	98
18	Cn1nc(SCc2ccccc2)c(=O)[nH]c1=O	83	100	104	109
19	C=CCNC(=S)/N=C/C(C(=O)Nc1ccccc1C)=C(\C)O	85	107	108	105
20	COc1ccc(C(=O)c2cc(C(=O)/C=C/c3ccc(N(C)C)cc3)c3cc(C)ccn23)cc1	113	98	95	102
21	COc1ccc2oc(=O)cc(/C=C3/C(=O)N(c4ccccc4)N=C3C)c2c1	99	99	96	100
22	CCCN(CC)CCNc1cc(OC)cc2cccnc12	85	90	61	92
23	CCOC(=O)c1ccc(NC(=O)c2cc3c(C)nn(-c4ccccc4)c3s2)cc1	132	102	111	109
24	CCCCN=C(Nc1ccccc1)OCCCC	91	101	84	95

No.	SK-MEL-28	EKVX	HOP-62	SK-MEL-2
13	138	97	88	82
14	103	103	100	92
15	126	95	100	98
16	109	x	104	113
17	114	115	111	x
18	103	99	95	117
19	111	97	99	106
20	93	88	92	96
21	107	99	90	118
22	104	103	84	91
23	107	107	115	110
24	101	99	92	92

Two of these compounds in another layout.
| No. | SMILES | HOP-92 | SK-MEL-5 | A549/ATCC | M14 | SK-MEL-28 | EKVX | HOP-62 | SK-MEL-2 |
| --- | --- | --- | --- | --- | --- | --- | --- | --- | --- |
| 13 | COc1ccc(-c2nn(C(=O)c3cc(OC)c(OC)c(OC)c3)cc2N)cc1 | 115 | 93 | 87 | 87 | 138 | 97 | 88 | 82 |
| 14 | CCOC(=O)c1cnn(CC(O)CC)c1NC(=O)NCc1ccc(C(F)(F)F)cc1 (stereo unspecified) | 79 | 97 | 94 | 87 | 103 | 103 | 100 | 92 |

Continuation:
No.	SMILES	HOP-92	SK-MEL-5	A549/ATCC	M14
25	CCOC(=O)C1=C(N)N(c2ccccc2)C(C(=O)OCC)=C(C(=O)OCC)C1c1cc(=O)[nH]c2ccccc12 (stereo unspecified)	x	100	101	103
26	CC(C)Sc1nc(NC2CC2)c(C#N)c(-c2ccc(F)cc2)n1	77	100	51	118
27	CCCCc1ccc(NC(=O)C(F)(F)F)cc1	104	106	102	105
28	Nc1nc(SCc2ccccc2[N+](=O)[O-])c2ncn(Cc3ccccc3)c2n1	x	86	87	101
29	CCCCOC(=O)N1CCN(c2ccccc2)CC1	117	109	101	107
30	Oc1cc(CNC2CCCCC2)c(O)cc1CNC1CCCCC1	84	104	103	106
31	N#C/C(=C\c1cn[nH]c1-c1ccccc1)C(=O)Nc1sc2c(c1C#N)CCC2	82	98	98	104
32	Cc1ccc2ccccc2c1C[n+]1ccccc1	79	110	99	111
33	C#Cc1ccc(-n2c(/C=C/c3ccc(F)cc3)nc3ncccc3c2=O)cc1	x	102	95	95
34	COc1cc(C2CC(c3ccc(Nc4nc(NCCO)nc(N5CCOCC5)n4)cc3)=NN2c2cc(Cl)cc(Cl)c2)cc(OC)c1OC (stereo unspecified)	33	60	37	65
35	C(=NCCN=Cc1c[nH]c2ccccc12)c1c[nH]c2ccccc12	98	96	78	91
36	COC(=O)c1c2c(c(C)[n+]([O-])c1C)C(=O)C(NCc1ccc(O)cc1)=CC2=O	34	-100*	4.5*	-76*

No.	SK-MEL-28	EKVX	HOP-62	SK-MEL-2
25	108	92	94	103
26	116	91	62	113
27	112	120	102	99
28	107	85	96	93
29	114	112	117	105
30	106	99	97	87
31	107	96	93	99
32	110	58	85	111
33	101	x	96	105
34	73	55	67	95
35	103	94	80	92
36	-3.6*	-34*	-7.3*	-13*

(list continues)
No.	SMILES	HOP-92	SK-MEL-5	A549/ATCC	M14
37	COc1ccc(C(=O)c2cc(OC)c(OC)cc2C(=O)O)cc1OC	116	110	84	108
38	Cc1ccc(-c2csc(NC(=O)c3ccc(Cc4n[nH]c(=O)c5cccnc45)cc3)n2)cc1	95	93	105	100
39	CN1CC(c2ccc(Br)cc2)C2(SC(=O)N(/N=C/c3ccc(Br)cc3)C2=O)C12C(=O)Nc1ccccc12 (stereo unspecified)	83	99	106	95
40	CCN(CC)CCOC(=O)c1ccc(NC(=O)c2ccccc2)cc1	115	99	97	95
41	COc1ccc(C2=C(C#N)C3(C(=O)Nc4ccccc43)c3c(-c4ccc(Cl)cc4)nn(-c4ccccc4)c3N2)cc1 (stereo unspecified)	95	89	63	68
42	Cc1nn2c(-c3nc4cc(C)c(C)cc4[nH]3)c(-c3ccccc3)nc2s1	69	97	105	100
43	CC(=O)O[C@@H]1C(C)O[C@H](O[C@H]2C(O)[C@@H](O)C(CO[C@@H]3OC(C)[C@@H](O)C(O)[C@@H]3O)O[C@H]2Oc2c(-c3ccc(O)cc3)oc3cc(O)cc(O)c3c2=O)[C@@H](O[C@@H]2OC(CO)[C@@H](O)C(O)[C@@H]2O)C1O (stereo partly specified)	112	101	95	102
44	COc1ccc(/C=N\NC(=O)c2cnn(CC(O)c3ccccc3)c2N)cc1Oc1ccccc1 (stereo unspecified)	69	59	77	86
45	COc1ccc(-c2cc(-c3ccccc3)c(-c3ccccc3)nn2)cc1	90	92	88	92
46	Cc1ccc(C2=C(C#N)C3(C(=O)N(Cc4ccccc4)c4ccccc43)c3c(-c4ccccc4)nn(-c4ccccc4)c3N2)cc1 (stereo unspecified)	93	102	103	93
47	COc1ccc(/C=C/c2nc(Nc3ccc([N+](=O)[O-])cc3)c3ccccc3n2)cc1	110	x	61	x
48	CCCCCCCCCCN=Cc1c(O)c(O)c(CCC)c2cc(C)c(-c3c(C)cc4c(CCC)c(O)c(O)c(C=NCCCCCCCCCC)c4c3O)c(O)c12	100	97	102	107

No.	SK-MEL-28	EKVX	HOP-62	SK-MEL-2
37	110	103	87	104
38	93	80	102	107
39	112	98	101	102
40	105	97	92	104
41	91	77	90	99
42	114	x	98	112
43	107	x	92	105
44	89	79	102	98
45	109	x	116	90
46	104	93	114	92
47	102	81	112	102
48	109	110	103	109

Given screen by screen: four of the compounds above.
#47 COc1ccc(/C=C/c2nc(Nc3ccc([N+](=O)[O-])cc3)c3ccccc3n2)cc1
#41 COc1ccc(C2=C(C#N)C3(C(=O)Nc4ccccc43)c3c(-c4ccc(Cl)cc4)nn(-c4ccccc4)c3N2)cc1 (stereo unspecified)
#40 CCN(CC)CCOC(=O)c1ccc(NC(=O)c2ccccc2)cc1
#46 Cc1ccc(C2=C(C#N)C3(C(=O)N(Cc4ccccc4)c4ccccc43)c3c(-c4ccccc4)nn(-c4ccccc4)c3N2)cc1 (stereo unspecified)
assay / entry	47	41	40	46
HOP-92	110	95	115	93
SK-MEL-5	x	89	99	102
A549/ATCC	61	63	97	103
M14	x	68	95	93
SK-MEL-28	102	91	105	104
EKVX	81	77	97	93
HOP-62	112	90	92	114
SK-MEL-2	102	99	104	92

Shown with one line to a screen: four of the compounds above.
40. CCN(CC)CCOC(=O)c1ccc(NC(=O)c2ccccc2)cc1
25. CCOC(=O)C1=C(N)N(c2ccccc2)C(C(=O)OCC)=C(C(=O)OCC)C1c1cc(=O)[nH]c2ccccc12 (stereo unspecified)
45. COc1ccc(-c2cc(-c3ccccc3)c(-c3ccccc3)nn2)cc1
6. CCOC(=O)c1c(SC)nn(-c2cc(=O)[nH]c3ccccc23)c1N
assay / compound | 40 | 25 | 45 | 6
HOP-92 | 115 | x | 90 | 86
SK-MEL-5 | 99 | 100 | 92 | 91
A549/ATCC | 97 | 101 | 88 | 93
M14 | 95 | 103 | 92 | 108
SK-MEL-28 | 105 | 108 | 109 | 115
EKVX | 97 | 92 | x | 89
HOP-62 | 92 | 94 | 116 | 77
SK-MEL-2 | 104 | 103 | 90 | 105

(next part)
No.	SMILES	HOP-92	SK-MEL-5	A549/ATCC	M14
49	COC(=O)CCc1ccc(N)cc1	84	126	111	103
50	CCOC(=Nc1ccc(OCC)cc1)SC(c1ccccc1)(c1ccccc1)c1ccccc1	x	97	83	113
51	O=C(Nc1nc2c(s1)CCc1cn(S(=O)(=O)c3ccccc3)cc1-2)c1ccccc1	81	72	73	90
52	COc1cc2c(cc1OC)C(/C=C/c1ccco1)=NCC2	55	97	88	86
53	COc1cc2ncnc(NC3CCC(O)CC3)c2cc1OC (stereo unspecified)	90	99	86	99
54	CCc1cccc(C)c1NC(=O)c1sc2nc3c(cc2c1N)C(=O)CCC3	79	17	23	13
55	CC(=O)NS(=O)(=O)c1ccc(OCCCOc2ccc(S(=O)(=O)NC(C)=O)cc2)cc1	100	97	95	106
56	COc1ccc(-c2nc3cc(C)ccc3n2CC(=O)N=Nc2c(O)[nH]c3ccc(Br)cc23)cc1	x	-46*	-69*	-58*

No.	SK-MEL-28	EKVX	HOP-62	SK-MEL-2
49	103	117	118	105
50	99	x	107	x
51	98	x	106	87
52	101	90	86	x
53	108	81	99	97
54	43	x	23	28
55	109	100	95	102
56	-54*	-37*	-50*	62
